NSD2 HMT inh: NSD2 histone methyltransferase inhibitors, primary screen, biochemical, AlphaScreen, single concentration, set 2. AID 743445, 2014. Histone-lysine N-methyltransferase NSD2 (Homo sapiens), O96028. inhibition, % at 12.5 µM. NSD2 peptide methylation, 120 min. actives 0.54% (n = 310,000); in the data active means inhibition above about 50%
V-ATPase pHluor: regulators of yeast V-ATPase proton pumping, primary screen, pHLuorin cytosolic pH fluorescence | S. cerevisiae | response, % at 10 µM | actives 0.37% (n = 350,000); in the data active means response mostly above about 7.3%, no sharp cut-off; inactive means mostly below about 5.4%; further: actives read high; inactives centre near 0; some compounds called inactive have numbers as strong as hits; reference of the scale not given here
MITF TRPM1 HTS: activators of MITF-driven TRPM1 promoter reporter, primary screen, cell-based, SK-MEL-5, luciferase, single point; actives 0.75% (n = 300,000); AID 588334, 2011; activation, % at 12.5 µM; SK-MEL-5 TRPM1-promoter luciferase, 24 h; % of positive control, neutral wells = 0;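 active means mean activation of at least 80% with every replicate also reaching 80%; inconclusive means mean reaches 80% but some replicate falls short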;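 further: 0% = neutral control wells and 100% = parthenolide positive control wells; values of inactives mirror those of a sister screen read the other way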
HTR5A inv ag: HTR5A inverse agonists in luminescence cell assay, primary screen, counter-screen for OPRM1-OPRD1 heterodimer inverse agonist project, full-deck HTS | actives 0.083% (n = 340,000) | inhibition, % at 9.3 µM | HTR5A cell line, inverse agonism; in the data active means inhibition mostly above about 23%, no sharp cut-off; inactive means mostly below about 18%;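 further: 0% = cells with DMSO and 100% = no-cell wells with DMSO; some compounds called inactive have numbers as strong as hits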
Target sequence (P47898 whole entry, looked up): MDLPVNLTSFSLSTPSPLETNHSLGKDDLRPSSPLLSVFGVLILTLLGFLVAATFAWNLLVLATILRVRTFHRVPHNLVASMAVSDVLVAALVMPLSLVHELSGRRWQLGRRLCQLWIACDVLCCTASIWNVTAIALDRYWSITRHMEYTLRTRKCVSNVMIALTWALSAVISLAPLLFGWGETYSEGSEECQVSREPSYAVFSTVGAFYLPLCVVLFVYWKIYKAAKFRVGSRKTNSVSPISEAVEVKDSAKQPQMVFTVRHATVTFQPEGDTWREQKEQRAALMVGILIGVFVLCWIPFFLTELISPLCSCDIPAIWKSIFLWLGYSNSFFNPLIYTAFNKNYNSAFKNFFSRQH
PvdQ acylase: P. aeruginosa PvdQ acylase inhibitors, primary screen, biochemical, fluorescence, plate reader and imaging, single point; inhibition, % at 10 µM; actives 0.063% (n = 340,000); purified PvdQ acylase; PvdQ acylase [Pseudomonas aeruginosa LESB58]; in the data active means inhibition above about 30%, passing the limit was not always enough; inconclusive means no clear call, values can overlap the other calls;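 further: 0% = vehicle neutral wells and 100% = reference inhibitor wells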
dFosB activator: activators of delta FosB homodimer, primary screen, biochemical, fluorescence polarization, TAMRA-CDK5 oligo, single point. activation, % at 25 µM. actives 0.99% (n = 340,000). AID 493131, 2011. purified delta FosB; percent of positive-control signal above neutral wells. Protein FosB (Mus musculus), P13346;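 active means mean activation above about 17%, with every replicate also reaching it, limit read from the data, passing the limit was not always enough; inconclusive means only one of the two conditions met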;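 further: fluorescence polarization rise as delta FosB binds a TAMRA Cdk5 AP-1 oligo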
SR-BI DiI inh: inhibitors of SR-BI mediated HDL lipid uptake, primary screen, ldlA[mSR-BI] cells, fluorescence, single point | Scavenger receptor class B member 1 (Mus musculus), Q61009 | ldlA[mSR-BI] CHO cells, DiI-HDL uptake fluorescence, 3 h | inhibition, % at 12.5 µM | actives 0.96% (n = 320,000) | AID 488896, 2010;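 active means mean replicate inhibition of at least 70% and a set share of replicates each scoring 70 or more; inconclusive means meets just one of the two criteria; inactive means fails both criteria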;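 further: 0% = median of neutral control wells and 100% = median of positive control wells; values of inactives mirror those of a sister screen read the other way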
Target sequence (Q61009 whole entry, looked up): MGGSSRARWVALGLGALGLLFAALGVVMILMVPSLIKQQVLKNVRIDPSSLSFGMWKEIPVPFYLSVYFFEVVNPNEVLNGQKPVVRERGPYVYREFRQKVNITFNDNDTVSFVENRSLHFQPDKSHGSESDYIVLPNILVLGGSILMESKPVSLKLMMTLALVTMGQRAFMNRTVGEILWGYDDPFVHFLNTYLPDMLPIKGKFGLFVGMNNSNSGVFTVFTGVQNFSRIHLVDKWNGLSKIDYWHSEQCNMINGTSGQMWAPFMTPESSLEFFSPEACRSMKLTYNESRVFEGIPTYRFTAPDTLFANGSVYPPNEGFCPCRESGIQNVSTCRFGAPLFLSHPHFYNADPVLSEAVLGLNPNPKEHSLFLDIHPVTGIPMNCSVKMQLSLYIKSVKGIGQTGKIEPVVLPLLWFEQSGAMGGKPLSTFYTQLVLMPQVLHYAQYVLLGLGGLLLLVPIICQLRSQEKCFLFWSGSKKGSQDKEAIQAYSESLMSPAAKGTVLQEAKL
Wnt act: Wnt/beta-catenin pathway activators, primary screen, cell-based, plate reader, single point; Wnt/beta-catenin reporter cell assay, activator; activation, % at 9.35 µM; actives 1.2% (n = 300,000); AID 743398, 2014; in the data active means activation above about 30%, passing the limit was not always enough; inconclusive means no clear call, values can overlap the other calls;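 further: 0% = neutral control wells and 100% = positive control wells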
CDK5 inh: inhibitors of human CDK5/p35 kinase, primary screen, biochemical, single concentration. Cyclin-dependent kinase 5 (Homo sapiens) + Cyclin-dependent kinase 5 activator 1 (Homo …. Recombinant CDK5/p35, ADP-Glo luminescence, 60 min. inhibition, % at 10 µM. actives 0.01% (n = 330,000). AID 488839, 2010;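 active means highest replicate inhibition of at least 50% and at least 75% of replicates reaching 50%; inconclusive means only one of the two criteria met; inactive means both criteria failed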;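 further: plate controls were DMSO neutral control for no effect and GW8510 at 10 µM for full effect; many of its hits are not listed in these tables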
HTR5A ag ctr: HTR5A agonists in luminescence cell assay, primary screen, counter-screen for OPRM1-OPRD1 heterodimer agonist project, full-deck HTS; cell-based; AID 504692, 2011; 5-hydroxytryptamine receptor 5A (Homo sapiens), P47898; activation, % at 9.3 µM; actives 0.61% (n = 340,000); in the data active means activation mostly above about 9.5%, no sharp cut-off; inactive means mostly below about 7.6%;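 further: 0% = cells with vehicle only and 100% = reference agonist; strong numbers were not always called active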
Active calls of the source: *; ? = inconclusive; / = not tested or not shown.

Molecule | NSD2 HMT inh | V-ATPase pHluor | MITF TRPM1 HTS | HTR5A inv ag | PvdQ acylase | dFosB activator | SR-BI DiI inh | Wnt act | CDK5 inh | HTR5A ag ctr
CC1=C(C(=O)OCc2ccccc2)C(/C=C/c2ccccc2)NC(=S)N1 (stereo not given) | -1 | -2 | -6 | -15 | 11 | 1 | 74* | -5 | -0.2 | 4
O=C(Cc1cccs1)NNC(=S)NC(=O)c1ccccc1 | 0 | -2 | 7 | -14 | 2 | -1 | -1 | -1 | 0.7 | -2
CCCCCCCNC(=O)C1(CC2CC(c3ccc(Cl)cc3)=NO2)CCN(C(=O)c2cc(OCC)c(OCC)c(OCC)c2)CC1 (stereo not given) | / | 6 | -25 | 6 | -8 | -2 | 31 | -13 | 0.9 | -1
CC1CCc2cc(F)ccc2N1C(=O)CSc1nnc2c3cc(F)ccc3n(C)c2n1 (stereo not given) | 2 | -1 | -8 | 5 | -16 | -4 | 10 | -2 | -0.5 | -2
COc1cc(CNCCN2CCOCC2)ccc1OCc1cccc(Cl)c1 | -2 | -2 | 23 | 7 | 12 | 4 | -9 | -1 | -0.5 | -2
CCOc1ccc(NC(=O)CNc2ccc(C)cc2Cl)cc1 | -1 | -2 | / | -20 | -5 | -3 | -30 | -4 | 1.3 | -1
C=CCNC(=O)COC(=O)c1cccnc1Nc1ccccc1F | -3 | 0 | 2 | -4 | 11 | -6 | 38 | 1 | 0.3 | 2
CN1CCN(C(=O)C2=C[C@H](c3csc4ccccc34)C[C@H](OCCCCO)O2)CC1 | / | 1 | 17 | -10 | -3 | -13 | -30 | -3 | -0.4 | 4
O=C(CCNc1ccc(Cc2ccncc2)cc1)c1ccc([N+](=O)[O-])cc1 | 0 | 6 | -13 | -13 | -8 | -1 | -2 | -2 | -4.7 | 5
COc1cccc(NC(=O)Cn2c(CCC(=O)O)ccc2-c2ccc(Cl)cc2)c1 | 1 | 2 | 0 | 1 | 12 | -3 | 1 | -10 | 0.6 | 0
Fc1ccc2[nH]c3c(N4CCSCC4)ncnc3c2c1 | 1 | 1 | -53 | -10 | -7 | -6 | 28 | / | 1.1 | 2
COc1ccc(NC(=O)c2ccco2)cc1NC(=O)COc1ccccc1 | -4 | -1 | 9 | -9 | -10 | -6 | 34 | 6 | -3.1 | 0
C=CCC[C@@H](Cc1ccc(F)cc1)C(=O)OC[C@@H]1CCCN1C(=O)[C@@H](CC=C)CC(=O)N(CCO)Cc1ccccc1 | / | 3 | -7 | -6 | -16 | -11 | 28 | -5 | -4.9 | -5
O=S(=O)(NCC1CCCO1)c1ccc(S(=O)(=O)N(Cc2ccc(F)cc2)Cc2ccccn2)cc1 (stereo not given) | -3 | 1 | 0 | 8 | -9 | -14 | -29 | / | -1.1 | -2
Cc1cc(OCc2nn[nH]n2)c2c(-c3ccccc3)cc(=O)oc2c1 | 0 | -1 | 8 | 15 | -10 | -8 | 8 | 2 | -0.1 | 0
CCc1c(C)nc2ncnn2c1N1CCCC(C(=O)NCc2cccs2)C1 (stereo not given) | 2 | 1 | -6 | 8 | -7 | -4 | -19 | -1 | -1.2 | 6
CCc1cccc(C)c1N1C(=O)CN(Cc2ccccc2)C1=S | -4 | 5 | -4 | -6 | -12 | 2 | 1 | -2 | 1.0 | 2
CCCCCn1c(NC(=O)c2ccco2)c(S(=O)(=O)c2ccc(C)cc2)c2nc3ccccc3nc21 | 6 | 0 | 5 | -11 | 0 | -9 | -17 | / | 1.5 | 3
O=C(Nc1cccc2ncccc12)c1ccc(Cl)cc1 | -2 | 7 | -9 | -23 | -5 | -40 | 28 | -1 | 1.4 | 1
CCN(CC)CCNC(=O)C1c2ccccc2Oc2ccccc21 | 11 | -2 | 1 | -13 | -7 | -2 | -26 | 1 | 0.3 | 3
CCOCCCN(C(=O)Cn1nnc2ccccc21)C(C(=O)NCc1ccco1)c1ccncc1 (stereo not given) | 3 | 2 | -8 | 24 | -13 | -3 | -28 | -3 | 1.2 | 0
CN1C2CCC1CC(NC(=O)c1ccc(Cl)cc1)C2 (stereo not given) | -1 | 0 | 2 | -35 | 3 | -9 | -15 | -2 | 0.6 | 0
Clc1ccc(-c2nc3cnccn3c2NC2CCCC2)cc1 | 0 | -2 | 1 | -18 | 1 | -12 | ? | / | 0.7 | 7
COCCn1c(NC(=S)NC(=O)C2CC2)cc(=O)[nH]c1=O | -6 | 0 | 11 | 16 | -1 | -7 | -25 | -2 | -2.7 | 3
CN(C(=O)c1cccc(NC(=O)Cc2ccc(NC(=O)C3CCCN(C(=O)CCc4ccccc4)C3)cc2)c1)C1CCC1 (stereo not given) | / | -1 | -63 | -77 | -3 | 5 | 56 | -2 | -3.0 | 20*
Cc1cc(C)cc(Oc2nn[nH]n2)c1 | 0 | -1 | -1 | 9 | -13 | -2 | -27 | -6 | -1.7 | 5
CC(O)c1nc2ccccc2n1CCOc1ccccc1 (stereo not given) | -3 | 1 | -10 | -26 | -14 | 1 | 6 | / | 1.3 | -1
Cc1ccccc1N1CCN(S(=O)(=O)c2nnc(NC(=O)c3ccc(F)cc3)s2)CC1 | -5 | -1 | -12 | -12 | -6 | 5 | -15 | 0 | -0.5 | 1
CCCS(=O)(=O)c1nc(S(=O)(=O)c2ccc(C)cc2)c(N2CC(C)OC(C)C2)s1 (stereo not given) | 9 | -2 | -13 | 12 | -5 | -11 | -19 | -3 | 1.5 | 0
O=c1[nH]c2c(cnn2-c2ccc(Cl)cc2)c(=O)n1-c1cccc(Cl)c1 | 1 | -7 | 1 | -22 | 3 | 6 | -12 | 8 | -0.3 | -2
Cc1ccc(SC(C)C(=O)Nc2ccncc2)cc1 (stereo not given) | 3 | -3 | -3 | -2 | 3 | -3 | -4 | / | 1.9 | 0
COc1ccc(S(=O)(=O)CC(=O)Nc2ccccc2Cl)cc1 | 4 | -4 | 6 | -16 | 5 | 2 | -12 | -1 | -0.5 | 5
CN1CCN(C(=O)C23CC4CC(C)(CC(C)(C4)C2)C3)CC1 | 2 | -1 | -11 | -10 | -6 | -4 | 1 | -2 | 1.4 | -1
COC(=O)c1c(NC(=O)COC(=O)c2ccc(Cl)nc2)sc(C)c1C | -1 | 1 | 10 | -8 | -9 | -5 | -14 | 0 | 1.6 | 3
CSc1nc(N)c2c(C)c(C)sc2n1 | -2 | -3 | -1 | 3 | -12 | -1 | 8 | 1 | 1.0 | -1
CCOC(=O)c1cnc(SCc2nc(N)nc(Nc3ccc(OC)cc3)n2)nc1N | -2 | 6 | / | 0 | 6 | 6 | -1 | / | -0.8 | 5
COc1ccc(CC(=O)OCC(=O)c2ccc(OC)cc2)cc1 | -3 | 3 | -2 | 12 | -6 | -4 | -12 | -4 | -6.4 | 2
COc1ccc(-c2c(-c3ccccc3OC)sc3ccccc23)cc1OC | / | -4 | 2 | 19 | -13 | -1 | 59 | -2 | -1.0 | -7
O=C(Nc1ccc(N2CCN(Cc3ccccc3F)CC2)cc1)c1ccc([N+](=O)[O-])o1 | 0 | 1 | -98 | -23 | -15 | -12 | 20 | -12 | 2.3 | 25*
Cc1cc(C)n(/N=C/c2ccccc2)c(=O)c1C#N | 22 | 1 | -1 | 7 | -3 | -2 | -22 | / | -0.1 | -3
O=C(O)C(Cc1ccccc1)N1C(=O)c2ccccc2C1=O (stereo not given) | -3 | -2 | / | -19 | -9 | 2 | -5 | -5 | -0.6 | 1
N#Cc1ccccc1S(=O)(=O)N1CCN(Cc2c(O)ccc3ccccc23)CC1 | -4 | -2 | -4 | 11 | 6 | -3 | 22 | -1 | -0.1 | -3
O=C(Nc1ccccc1C(=O)N1CCN(CCO)CC1)c1cccc([N+](=O)[O-])c1 | -2 | 1 | -2 | -3 | 1 | -1 | -13 | -3 | 0.0 | 4
CCOC(=O)c1c(C)oc2ccc(O)c(CN(C)C)c12 | 2 | 0 | / | -1 | -17 | -5 | -2 | -3 | -0.4 | 0
Cc1nc(N)c(C#N)c(-c2ccccc2Cl)c1C | 10 | 3 | -1 | 16 | 12 | 3 | 4 | -1 | 1.6 | -6
O=C(N/N=C/c1cccc([N+](=O)[O-])c1)c1ccc2nc[nH]c2c1 | -2 | -8 | / | -27 | -5 | 10 | 15 | / | -1.4 | 2
O=C(O)c1ccc2c(c1)C(=O)N(C(Cc1ccc(O)cc1)C(=O)O)C2=O (stereo not given) | -3 | -2 | / | 3 | -9 | 3 | 3 | 4 | 0.2 | -2
OCC[C@@H]1NCc2cc(CO)cc(-c3ccccc3)c21 | / | 3 | -1 | 9 | -16 | 1 | 16 | -1 | -1.0 | -3
Cc1[nH]ccc2c1[nH]c1cc(=O)ccc12 | 0 | -2 | -5 | 3 | -9 | 10 | 0 | 0 | 9.4 | -1
CC1=C(C(=O)OCc2ccccc2)N2C(=O)[C@@H](NC(=O)COc3ccccc3)[C@H]2SC1 | / | 0 | 17 | 1 | -15 | -11 | 57 | -3 | 2.6 | 0

Continuation.
Molecule | NSD2 HMT inh | V-ATPase pHluor | MITF TRPM1 HTS | HTR5A inv ag | PvdQ acylase | dFosB activator | SR-BI DiI inh | Wnt act | CDK5 inh | HTR5A ag ctr
CCOc1ccc(CCNC(=O)c2ccc(NC3=NC4CS(=O)(=O)CC4S3)cc2)cc1 (stereo not given) | -3 | 0 | -9 | -14 | -5 | ? | 7 | 1 | -0.5 | -4
Cc1cc(C)c(-c2csc(NC(=O)C3=NN(c4ccccc4)C(=O)CC3)n2)c(C)c1 | / | 2 | -24 | -2 | -23 | -3 | 7 | -4 | -1.2 | 2
CN(C)C(CNC(=O)c1ccc2c(=O)n(-c3ccccc3F)c(=S)[nH]c2c1)Cc1ccccc1 (stereo not given) | 5 | 7 | -6 | -4 | -19 | -3 | -23 | -1 | -4.2 | 2
O=C(CCc1nnc2ccc(NCc3ccccc3)nn12)NC1CCCCC1 | 5 | 0 | 7 | 8 | -1 | 11 | 7 | -1 | 0.7 | 0
Cc1ccccc1OCC(O)CN1C(=O)c2ccccc2C1=O (stereo not given) | 0 | -1 | 10 | -11 | -14 | -5 | -17 | -1 | -0.3 | 3
Cc1ccc(C(=O)NNC(=O)Cc2ccccc2)cc1 | 9 | 3 | 3 | -27 | 0 | 1 | -18 | / | 1.2 | -3
CC(CCc1ccccc1)NC(=O)CCNC(=O)Cn1ccc2ccccc2c1=O (stereo not given) | -1 | 5 | -9 | 9 | -10 | -14 | / | 1 | -0.2 | -3

Screens: PubChem BioAssay, several laboratories
